Screens deposited in PubChem by National Center for Advancing Translational Sciences (NCATS).
D1 antag = human D1 dopamine receptor antagonism | 360,000 compounds, 3.2% hits | activity change, negative = inhibition, % at 10 µM | P21728 | HEK293 TREx D1 cells, calcium flux, dopamine EC80; hits give low values; in the data active = activity change below about -30%; note: % is set by controls: 0 for no effect and ±100 for the full control effect
Target sequence (P21728 whole entry, looked up): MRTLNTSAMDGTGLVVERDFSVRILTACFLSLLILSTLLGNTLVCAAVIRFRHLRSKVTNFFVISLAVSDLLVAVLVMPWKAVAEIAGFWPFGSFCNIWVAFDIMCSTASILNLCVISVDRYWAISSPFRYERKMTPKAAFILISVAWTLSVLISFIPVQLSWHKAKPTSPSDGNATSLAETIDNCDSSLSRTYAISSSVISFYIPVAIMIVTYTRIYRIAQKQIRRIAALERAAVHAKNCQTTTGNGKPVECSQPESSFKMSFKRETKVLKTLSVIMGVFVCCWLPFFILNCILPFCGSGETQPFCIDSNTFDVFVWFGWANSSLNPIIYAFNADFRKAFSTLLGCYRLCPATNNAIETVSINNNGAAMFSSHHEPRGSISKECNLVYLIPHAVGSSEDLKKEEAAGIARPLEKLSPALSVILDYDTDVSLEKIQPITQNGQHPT
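Tetracycline-induced HEK293 T-REx cells with force-coupled D1 receptor were loaded with a no-wash calcium dye. Compound was added after a 10 s baseline and read kinetically for 180 s; EC80 dopamine was then added and calcium flux followed another 180 s.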
Vif-APOBEC3G blk = blocks the Vif interaction with human APOBEC3G; HeLa A3G-eYFP + Vif (tagged APOBEC3G with the HIV-1 protein that degrades it), YFP fluorescence, overnight; Potency, µM (doses to about 46.1 µM), inactives show at the highest dose activity, negative = active, actives largely listed as inhibitors; 410,000 compounds, 0.076% hits;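 note: potency is the fitted concentration of half-maximal effect; % is set by controls: 0 for no effect and ±100 for the full control effect; nearly all actives have a fitted effect of over 60% in size; hits raise eYFP signal because A3G escapes Vif-driven loss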
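HeLa cells stably expressing Vif and C-terminally eYFP-tagged A3G, seeded overnight at 37 deg C, then exposed to compound by pintool overnight at 37 deg C. Rise in yellow fluorescence (Ex 488/Em 500-530, Acumen) marks blocked Vif-driven A3G degradation.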
D1 potentiator = human D1 dopamine receptor positive modulation. 360,000 compounds, 0.036% hits. AID 504651. HEK293 TREx D1 cells, calcium flux, dopamine EC20 potentiation. potentiation, % at 10 µM. P21728; in the data active = potentiation above about 30%; note: 0% is about no effect
GRP78 ERSR act = ER stress response induction in glioma | U87-MG GRP78 promoter luciferase reporter, 16 h | Potency, µM, for the others: at the highest dose activation, actives largely listed as activators | 420,000 compounds, 0.02% hits | AID 602332; note: potency is the fitted concentration of half-maximal effect; series mostly up to about 76 µM; % of control where 0% means no effect; nearly all actives have a fitted effect of over 35% in size
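ERSR induction read as luciferase luminescence (Bright-Glo, 10 min at room temperature) in stably transfected human U87-MG glioma cells exposed to compounds for 16 h, using GRP78 as sensor.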
LDHA block = LDHA (human) enzyme inhibition; P00338; purified LDHA, NADH/diaphorase-resazurin fluorescence; hits give low values; activity change, % (values are at about 110 or 230 µM); 480,000 compounds, 0.15% hits; in the data active = activity change below about -30%; inconclusive = mostly about -25% to -30%;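 note: plate controls were DMSO wells for no effect and wells without enzyme for full effect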
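Remaining NADH was detected by diaphorase (0.133 mg/mL) converting 37 µM resazurin to fluorescent resorufin, read at 0 and 20 minutes. The preceding 5-minute room-temperature reaction used 2 nM LDHA, 0.2 mM sodium pyruvate and 0.06 mM NADH at pH 7.4.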
D2 potentiator = D2 dopamine receptor (human) potentiation; P14416; HEK293 T-REx D2, calcium flux, EC20 dopamine potentiation; AID 485347; 340,000 compounds, 0.34% hits; potentiation, % at 10 µM;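 active = potentiation over 3 SD above the plate norm, cut at about 30% in these data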; note: 0% is about no effect
Target sequence (P14416 whole entry, looked up): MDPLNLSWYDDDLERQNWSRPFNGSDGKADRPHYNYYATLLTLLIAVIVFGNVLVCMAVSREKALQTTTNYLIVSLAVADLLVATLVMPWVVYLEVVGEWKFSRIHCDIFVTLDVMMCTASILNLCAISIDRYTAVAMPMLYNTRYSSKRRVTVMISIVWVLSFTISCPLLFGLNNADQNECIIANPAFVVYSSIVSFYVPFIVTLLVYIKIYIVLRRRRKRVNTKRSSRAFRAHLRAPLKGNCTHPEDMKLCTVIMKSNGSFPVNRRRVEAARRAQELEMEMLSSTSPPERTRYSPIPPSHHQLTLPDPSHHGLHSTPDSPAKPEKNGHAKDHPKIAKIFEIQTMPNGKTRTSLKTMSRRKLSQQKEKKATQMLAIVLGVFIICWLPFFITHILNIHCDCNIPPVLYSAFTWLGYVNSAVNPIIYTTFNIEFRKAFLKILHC
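Tetracycline-induced Hek293 Trex D2 cells, force-coupled to calcium, loaded with no-wash calcium dye. Compound added with 180 s kinetic read for agonism, then EC20 dopamine and a further 180 s read for potentiation.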
D1 ag = activates the human D1 dopamine receptor; P21728; 360,000 compounds, 1% hits; AID 504660; activation, % at 2 µM; HEK293 T-REx D1 cells, calcium flux, agonist mode; in the data active = activation above about 30%; note: 0% is about no effect
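Inducible HEK293 T-REx D1 cells, force-coupled to calcium signalling, were plated at 4000 cells/well with tetracycline and held overnight at 30 C. After no-wash calcium dye loading, compound-evoked calcium rise over 180 s flagged agonists.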
RXFP1 ag = activates the human relaxin receptor RXFP1; HEK293T-RXFP1 cAMP TR-FRET, 30 min; response scale: percent of porcine relaxin response, buffer zero; Potency, µM (series often up to 57.5 µM), for inactives: at the highest dose activation, usual class: activators; Q9HBX9; 370,000 compounds, 0.3% hits; note: potency is the fitted concentration of half-maximal effect; % is set by controls: 0 for no effect and ±100 for the full control effect; nearly all actives have a fitted effect of over 60% in size; many of its hits are not listed in these tables
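Agonist response is measured as cAMP accumulation in an RXFP1-transfected HEK293T line under PDE4 inhibition. Values are scaled between buffer-only and 29 nM porcine relaxin, and EC50s come from standard Hill equation fits.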
Vif-A3F inh = inhibitors of Vif-A3F interaction; HeLa A3F-eYFP + Vif (tagged APOBEC3F with the HIV-1 protein that degrades it), YFP fluorescence increase; Potency, µM (series often up to 46.1 µM), inactives show top-dose activity, negative = active; 390,000 compounds, 0.2% hits; note: potency is the fitted concentration of half-maximal effect; % of control where 0% means no effect; nearly all actives have a fitted effect of over 65% in size
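Fluorescence increase (Ex 488/Em 500-530) after overnight compound treatment at 37 deg C flags inhibition of Vif-driven A3F-eYFP loss in stable HeLa A3F-eYFP/Vif cells seeded overnight beforehand.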
An asterisk follows results filed as active; ? = inconclusive; . = no result given; & = joins results of further samples. Unless noted, calls come from the whole dose curve; as a rule, active = well fitted curve in the direction sought with a large enough effect; inconclusive = small, poorly fitted or top-dose-only effect, or another doubt; inactive = no such curve, though single readings can be large; an effect the other way counts as inactive or inconclusive. This is a subset; count on the stated rates, not on these rows.

SMILES	D1 antag	Vif-APOBEC3G blk	D1 potentiator	GRP78 ERSR act	LDHA block	D2 potentiator	D1 ag	RXFP1 ag	Vif-A3F inh
CC(=O)O[C@]1(C(C)=O)CCC2C3CCC4=C/C(=N/OCC(=O)O)CC[C@]4(C)C3CC[C@@]21C (stereo partly drawn)	-9	1%	4	-4%	-2	2	1	-0.5%	-1%
O=C(CN1C(=O)CCSc2ccc(S(=O)(=O)N3CCCC3)cc21)Nc1ccccc1	15&-21	2%&6%	-5&-3	2%&-1%	0&-4	-8&-7	1&-2	2.4%&2.2%	-9%&-18%
COC(C[C@@H]1O[C@H]1[C@@H](O)COCc1ccccc1)OC	-2	-2%	-5	-4%	-5	-16	3	-0.8%	0%
COc1cc(NC(=O)c2cccs2)ccc1NC(=O)c1cc2ccccc2o1	12	0%	-3	-2%	1	3	3	2.4%	-4%
CCOC(=O)Cn1c(CN2CC(C)OC(C)C2)nc2c1c(=O)n(C)c(=O)n2C (stereo not drawn)	-23	0%	2	-1%	1	5	2	0.3%	0%
CCCCSCCCNC(=O)c1cn(C)c2ccc(S(=O)(=O)N3CCCCCC3)cc2c1=O	0	-3%	0	-1%	1	1	-1	6.1%	3%
COc1ccc(C2CC(c3ccc(Cl)cc3Cl)Nc3nc(N)nn32)cc1 (stereo not drawn)	-3	-2%	-3	-3%	3	11	15	2.9%	-18%
O=C(NCCCCc1ccccc1)c1ccc(Br)o1	26	1%	0	1%	1	14	-4	1.0%	0%
Cc1noc(C)c1C(=O)OCC(=O)C12CC3CC(CC(C3)C1)C2	-6	1%	-7	-3%	-3	6	6	0.1%	-1%
COc1ccccc1-c1c(C)nn2c(N)c(-c3ccc(Cl)cc3)cnc12	-20	-4%	-25	0%	2	2	3	1.3%	-5%
C[C@@H](C(=O)NCc1ccccc1)[C@H]1C[C@]1(C)[C@H](NC(=O)OCc1ccccc1)c1ccccc1	-21	-13%	-8	-5%	1	-5	4	1.4%	0%
Cc1nn(CC(=O)NCCc2ccccc2)c(=O)c2cc3occc3n12	0	3%	-1	7%	-3	4	0	7.9%	-1%
CC(C)(C)NS(=O)(=O)c1ccc2c(c1)oc(=O)c1cc(S(=O)(=O)NC(C)(C)C)ccc12	1	-6%	-17	-5%	1	13	3	9.2%	4%
Cc1ccc(C(=O)O)cc1NC(=O)C1=CSCCO1	17	-3%	-7	-1%	1	-8	5	0.1%	-36%
FC(F)(F)c1cccc(N2CCN(Cc3cccnc3)CC2)c1	2	-1%	0	-2%	?	-18	2	-0.6%	7%
Clc1ccccc1/C=C/c1nc(-c2ccccn2)no1	29	-10%	4	-13%	-9	2	2	-0.9%	-4%
O=C1CCCN1C(=O)CSc1ccc2ccccc2n1	8	0%	-4	-2%	-5	5	0	16%	1%
COc1ccc(CCN(C)C(=S)Nc2cccc(C)c2)cc1OC	3	2%	-1	-4%	-5	-14	-1	0.2%	10%
O=C(OCn1nnc2ccccc2c1=O)C12CC3CC(CC(O)(C3)C1)C2	-8	3%	-1	-3%	-5	1	3	1.4%	3%
COc1ccccc1CN(CC(=O)NCc1ccc2c(c1)OCO2)C(=O)c1csnn1	-2	3%	4	-5%	-3	4	-2	-0.7%	-2%
CC(=O)Nc1ccc(NC(=O)C(C)OC(=O)CC2CCCC2)cc1 (stereo not drawn)	-2	2%	-2	-5%	-8	1	4	-0.8%	2%
CC(C)c1cc(Br)ccc1OCCN1C(=O)NC(C)(C)C1=O	.	-6%	2	-1%	0	2	-2	2.2%	-2%
O=C(CSc1nnc(CNC(=O)c2ccco2)o1)Nc1ccc(F)cc1F	1	2%	-2	-6%	0	-2	3	-0.7%	7%
Cc1nc(SCC(=O)Nc2cccc(C(=O)O)c2)n[nH]1	18	4%	-4	-9%	1	0	1	-3.6%	2%
COc1ccc(N=CC2=C(O)c3ccccc3C2=O)cc1	-11	5%	-1	-9%	4	-10	-1	2.9%	?
Next results follow:
SMILES	D1 antag	Vif-APOBEC3G blk	D1 potentiator	GRP78 ERSR act	LDHA block	D2 potentiator	D1 ag	RXFP1 ag	Vif-A3F inh
Cc1ccc2nc(-c3ccccc3)cc(C(=O)N3CCN(c4ccccc4O)CC3)c2c1	-3	-8%	5	1%	2	3	3	-0.9%	5%
Cc1ccc(NC(=O)CN(C)C(=O)c2cccnc2Nc2cccc(C(F)(F)F)c2)cc1	4	-27%	-6	12%	2	4	2	-0.7%	-22%
O=C(O)c1ccccc1C(=O)NC1CCCc2ccccc21 (stereo not drawn)	10	1%	-6	4%	-12	-6	4	-0.1%	-7%
COc1cc(/C=N/NC(N)=O)c(Br)cc1OCC(=O)Nc1ccccc1C	.	3%	.	-2%	-5	.	.	0.4%	0%
Cc1ccc(S(=O)(=O)N2CCCC2C(=O)Nc2ccc(O)cc2)cc1 (stereo not drawn)	2	0%	-2	0%	-7	7	1	7.3%	-6%
COCCn1c(SCC(=O)Nc2nnc(C)s2)nnc1-c1cc2ccccc2cc1O	-8	-1%	-4	-3%	6	-19	3	-0.1%	-2%
Cc1ccc(C)c(NC(=S)NCCc2ccc(F)cc2)c1	-15	7%	-2	-2%	-5	-9	3	-0.2%	?
Cc1ccc(-n2nnnc2SCn2nnc3ccccc3c2=O)c(C)c1	-15	0%	-8	2%	-6	17	5	2.8%	-1%
Cc1nc([N+](=O)[O-])cn1CC(O)c1ccc(F)cc1 (stereo not drawn)	19	-3%	-3	-5%	-4	21	0	4.3%	-3%
O=C(O)[C@@H]1CCCN1S(=O)(=O)c1cccc2cccnc12	-1	4%	-2	-5%	-2	-12	1	0.0%	1%
Cc1ccc2nc(Cl)c(CN(Cc3cccs3)C(=O)C3CC3)cc2c1	5	1%	1	-1%	-1	1	6	0.8%	-7%
N#CCC(=O)Nc1ccc(C(=O)OCC(=O)N(C2CCCCC2)C2CCCCC2)cc1	1	-2%	-3	-4%	-2	1	3	3.5%	-3%
Cc1ccc(OCC(=O)Nc2sc3c(c2C#N)CCC3)cc1C	-1	-4%	7	-7%	-17	-1	3	5.4%	-18%
CCOc1cc(C2c3c(oc4ccccc4c3=O)C(=O)N2Cc2ccc(OC)cc2)ccc1O (stereo not drawn)	-2	1%	-5	-4%	0	8	-1	0.9%	-7%
COc1ccc2c(c1)c1c(c(=O)n(CCc3ccccc3)c(=O)n1Cc1ccccc1)n2C	5	-6%	-1	-1%	2	-3	2	6.1%	-1%
O=C(O)c1ccc(OS(=O)(=O)c2cccc(C(F)(F)F)c2)cc1	11	0%	-6	2%	0	-1	2	-0.2%	-4%
Clc1ccc(-c2ccc(SCc3ccccn3)nn2)cc1	11	-4%	2	11%	-11	13	2	0.3%	1%
CC1(C(=O)c2ccccc2)C2c3c(ccc4ccccc34)OC(=O)C21C(=O)N1CCOCC1 (stereo not drawn)	14	-1%	6	-5%	-4	9	3	-0.1%	-3%
Cc1oc2ccccc2c1CNC(=O)N(C)C	4	1%	-2	-4%	-6	12	3	-3.8%	14%
O=C(CSc1n[nH]c(-c2ccccn2)n1)Nc1ccccc1	-11	-7%	-8	13%	-8	5	2	-0.5%	?
CCOC(=O)c1cccc(NC(=O)[C@@H](c2ccccc2)N2Cc3ccccc3C2=O)c1	-5	-3%	-4	-3%	-3	2	5	0.4%	2%
O=c1cc2nc(-c3ccccc3)nc(SCCOc3ccc(Cl)cc3)n2[nH]1	-3	1%	-5	0%	-5	3	0	2.7%	-5%
COc1ccc(CC(=O)NNC(=S)Nc2ccc(Br)cc2)cc1	4	0%	-1	0%	0	0	0	0.9%	3%
CC(C(=O)Nc1ccccc1C(=O)N1CCCC1)n1nnc2ccccc21 (stereo not drawn)	5	-3%	3	3%	0	-2	1	0.4%	-14%
CCOC(=O)C1=C(C)NC(=O)NC1c1cccc(O)c1 (stereo not drawn)	-1	1%	-6	-3%	-1	-14	1	-0.2%	-15%

Single records (already shown):
Profile of COCCn1c(SCC(=O)Nc2nnc(C)s2)nnc1-c1cc2ccccc2cc1O = D1 antag = -8; Vif-APOBEC3G blk = -1%; D1 potentiator = -4; GRP78 ERSR act = -3%; LDHA block = 6; D2 potentiator = -19; D1 ag = 3; RXFP1 ag = -0.1%; Vif-A3F inh = -2%
Profile of COc1ccc(CC(=O)NNC(=S)Nc2ccc(Br)cc2)cc1 = D1 antag = 4; Vif-APOBEC3G blk = 0%; D1 potentiator = -1; GRP78 ERSR act = 0%; LDHA block = 0; D2 potentiator = 0; D1 ag = 0; RXFP1 ag = 0.9%; Vif-A3F inh = 3%

Next entries.
SMILES	D1 antag	Vif-APOBEC3G blk	D1 potentiator	GRP78 ERSR act	LDHA block	D2 potentiator	D1 ag	RXFP1 ag	Vif-A3F inh
CCCCN(Cc1ccco1)C(=O)C1CCCN(c2ncnc3c2nc2n3CCCCC2)C1 (stereo not drawn)	8	7%	-3	-5%	0	-1	3	3.4%	2%
Nc1nc(SCC(=O)c2ccc(Oc3ccccc3)cc2)n[nH]1	-28	-1%	-6	3%	-15	.	7	0.5%	-5%
O=c1oc2ccccc2c(Nc2ccc3ccccc3c2)c1[N+](=O)[O-]	2	?	3	-2%	3	-1	-2	0.3%	-2%
CCN(CC(=O)NCc1ccc(F)cc1)C(=O)c1cccnc1SC	9	3%	-5	-2%	-3	4	1	0.6%	9%
CCCc1c(C)nc(N2CCN(c3ccccc3F)CC2)[nH]c1=O	-9	-7%	0	0%	-10	-6	11	1.0%	0%
CC(C)(C)P(=O)(CO)c1ccccc1 (stereo not drawn)	-7	-1%	-1	-5%	-2	-1	4	-1.0%	-1%
O=C(NCCN1CCOCC1)c1ccc2c(c1)N(Cc1ccccc1)C(=O)CS2	-24	1%	-3	-2%	3	.	2	-0.8%	2%
Cc1cc(C(=O)COc2ncnc3sccc23)c(C)n1C	-8	1%	-2	-5%	-4	16	3	0.1%	1%
C/C(=N/OC(=O)c1ccc(C(F)(F)F)cc1)c1oc(C)nc1C	-1	4%	-1	-4%	-5	-2	2	0.2%	11%
CC(C)(C)N(C=C(Cl)Cl)C(=O)NC1CCCCC1	-6	1%	-1	-3%	-2	.	-1	1.4%	-1%
CCCn1c(=O)c2c(nc3n2CCS3)n(C)c1=O	5	1%	4	1%	-6	.	4	22%	10%
